hcGAS lum: inhibitors of human cGAS; Q8N884; recombinant h-cGAS, ATP depletion, Kinase-Glo luminescence; inhibition, % at 12.5 µM; 290,000 tested, 0.081% active; AID 1259398; in the data active = inhibition above about 40%;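 also: 0% = vehicle reaction and 100% = reaction without DNA for no activity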
Target sequence (Q8N884 whole entry, looked up): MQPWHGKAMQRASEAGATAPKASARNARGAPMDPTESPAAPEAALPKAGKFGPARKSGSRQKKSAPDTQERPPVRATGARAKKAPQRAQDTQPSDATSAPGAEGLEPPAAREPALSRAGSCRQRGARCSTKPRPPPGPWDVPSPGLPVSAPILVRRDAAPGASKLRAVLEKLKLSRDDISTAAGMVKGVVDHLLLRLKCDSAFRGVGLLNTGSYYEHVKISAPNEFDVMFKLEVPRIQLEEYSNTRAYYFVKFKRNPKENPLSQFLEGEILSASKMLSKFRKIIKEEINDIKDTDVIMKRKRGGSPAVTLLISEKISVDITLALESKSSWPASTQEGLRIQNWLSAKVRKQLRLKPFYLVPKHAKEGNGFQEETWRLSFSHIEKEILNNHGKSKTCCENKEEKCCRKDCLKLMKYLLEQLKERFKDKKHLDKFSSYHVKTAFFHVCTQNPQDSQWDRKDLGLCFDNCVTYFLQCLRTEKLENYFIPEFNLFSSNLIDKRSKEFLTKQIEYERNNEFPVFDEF
The depositor's hits bear a star. These rows are one share of the data, so the mix of outcomes need not match the whole.

mol	hcGAS lum
C=CCN(Cc1ccccc1C)C(=O)C(C)Cn1nc(C)nc1C (stereo not drawn)	2
O=C(O)CC1C(=O)NCCN1CCCc1ccccc1 (stereo not drawn)	-8
CC(C)(C)C(NC(=O)N1CCSCC1)c1ccccc1 (stereo not drawn)	0
CCN1CC(CN(C)c2nc3nonc3nc2N(C)C)CC1=O (stereo not drawn)	-5
CC(NC(=O)C(Cc1ccc(OC(C)(C)C)cc1)NC(=O)OC(C)(C)C)C(=O)O (stereo not drawn)	-1
CCc1c(C(=O)N2[C@H]3CCNC[C@@H]2CC3)csc1C	-2
C=CC[C@@H]1/C=C(\C)C[C@H](C)C[C@H](OC)[C@H]2O[C@@](O)(C(=O)C(=O)N3CCCC[C@H]3C(=O)O[C@H](/C(C)=C/[C@@H]3CC[C@@H](O)[C@H](OC)C3)[C@H](C)[C@@H](O)CC1=O)[C@H](C)C[C@@H]2OC	-4
CCOc1ccccc1CN1CCCC(C(=O)Nc2cccc(-n3cccn3)c2)C1 (stereo not drawn)	-8
CCCc1cnc(C)nc1NCC(=O)NC(C)(C)C	-4
OCCNc1ncnc2ccc(-c3cccc4[nH]ccc34)cc12	-1
CNC(=O)Cc1ccc(-c2cccc(C(C)=O)c2)cc1	-2
COCc1cc(CN2CCCC(C(=O)Nc3ccc(-c4ccco4)cc3)C2)ccc1OC (stereo not drawn)	-8
O=C(CN1CCN(CC(=O)N2CCCC2)CC1)Nc1cc(F)cc(F)c1	-10
CNC(=O)Nc1ccccc1Nc1ccc(Cl)cc1	-4
Cc1ccc(F)c(CN2CCC3(CCNCC3)C2)c1Cl	-5

New compounds follow.
mol	hcGAS lum
CC1CCCC(NC(=O)/C=C/c2c(F)cccc2Cl)C1C (stereo not drawn)	5
Cc1nnsc1CN(C)Cc1c(-c2ccccc2)nc2ccccn12	-1
COc1c(C)cc(C(=O)N2CCN(c3ncccn3)CC2C(=O)O)cc1C (stereo not drawn)	-2
Cc1cc(=O)oc2cc(CN(Cc3nccn3C)C3CC3)ccc12	-2
O=C1C[C@H]2CC[C@@H](CN1)N2C(=O)CCc1ccsc1	-5
CCc1cccc(CC)c1NC(=O)c1cccc(N2CC(C(=O)O)CC2=O)c1 (stereo not drawn)	-4
O=C1NCCOc2cc3c(cc21)CCCC3	-4
CCn1nc(CNC(=O)CCc2scnc2C)c2ccccc21	-6
Cn1ccc(CC(=O)N2CCC(CO)(Cc3ccc(Cl)cc3)CC2)c1	-1
CC1=C(C(=O)NCc2nc(-c3ccccc3)cs2)C(C)NC(=O)N1 (stereo not drawn)	-7
COc1cc(OC)cc(OCC(N)=O)c1	-6
CC(=O)NCc1ccc(S(=O)(=O)N(C)Cc2ccc(C)o2)cc1	6
Cc1ccccc1-n1ncc(C(C)NC(=O)Cn2cnnn2)c1C (stereo not drawn)	-3
CCN(C/C=C/c1ccccc1)C(=O)CC1CNCCO1 (stereo not drawn)	-4
COc1ccccc1N(C)S(=O)(=O)c1ccc(C(=O)NCC(C)C)cc1	-5

Next part.
mol	hcGAS lum
Cn1c(=O)oc2ccc(C(=O)N3CCCC4(CC3)CNC(=O)O4)cc21 (stereo not drawn)	-4
COc1cccc(-n2cc(CNc3nc(N(C)C)nc4c3CCNC4)cn2)c1	-5
OC1CCCN(c2ccnc(NCc3csc(-c4ncccn4)n3)n2)C1 (stereo not drawn)	-3
O=C(Cc1cccc(F)c1F)N1CCC(CO)(Cc2cccc(C(F)(F)F)c2)CC1	3
Cc1ccc(OCc2occc2C(=O)N2[C@@H]3CC[C@H]2CNC(=O)C3)cc1	-2
OC1C(O)C(O)C(O)C(O)C1O (stereo not drawn)	-1
OCCNCCCNCC1CCCCC1	1
COc1ccc2c(C)c(CC(=O)N3[C@@H]4CC[C@H]3CNC(=O)C4)c(=O)oc2c1	2
CCc1cccc2c(C(=O)COc3ccc(C#N)cc3)c[nH]c12	-6
Nc1nc(N2CCOCC2)cc(N2CCC(CCN3CCCC3=O)CC2)n1	-2
Cc1ccccc1-c1cc(O)c2c(c1)CN(c1nc(C(N)=O)cs1)CCO2	-1
O=C(NCCc1ccccc1)c1cccc(OC2CCN(Cc3cccs3)CC2)c1	1
CN(CCN1CCOCC1)C(=O)NC1CCCOc2ccccc21 (stereo not drawn)	-3
CCCc1noc(-c2sc3nc(C)c(C)c(C)c3c2N)n1	-4
O=C(Nc1cccc(-c2cc3ccccc3[nH]2)c1)C1CCCN(C2CCOCC2)C1 (stereo not drawn)	-4

Continuation.
mol	hcGAS lum
CC(C)(C)c1nc(CNC(=O)Cc2ccc(Cl)cc2)no1	-6
CC1CCCCC1NC(=S)NC(=O)c1ccccc1Cl (stereo not drawn)	-6
CC1(C)Oc2cc(I)c([N+](=O)[O-])cc2O1	5
O=c1[nH]ncc(NCC23CC4CC(CC(C4)C2)C3)c1Cl	0
CCc1cc(=O)[nH]c(-c2ccc(-c3ccccc3)cc2)n1	-6
Cc1ccc(S(=O)(=O)N(C)CC(=O)OCC(=O)Nc2ccccc2)cc1	-3
CCN1CCNC(=O)C1CC(=O)Nc1cc2c(C)cc(=O)oc2cc1C (stereo not drawn)	-5
CN(C(=O)C1CCN(CC(F)(F)F)CC1)c1cc(F)ccc1F	-3
CC(C)(O)C#Cc1ccc([C@@H]2C[C@H]3CN(c4ccccc4)C(=O)[C@]34CCCN24)s1	-3
Cc1cccc(=O)n1CCC(=O)N1CCNCC1C(=O)N1CCCC1 (stereo not drawn)	-4
Oc1ccc(-n2nnnc2SCCc2ccccn2)cc1	-7
CC1Sc2ccc(C(=O)N(C)Cc3cccc(Cl)c3)cc2NC1=O (stereo not drawn)	-4
CCN1Cc2ccccc2CC1C(=O)N1CCC(Oc2ncccn2)CC1 (stereo not drawn)	-7
Cc1ccn(-c2cncc(-n3ccc(C)n3)n2)n1	7
c1c(-c2nnc(CN3CCOCC3)o2)sc2c1CCCC2	-12

New compounds follow
mol	hcGAS lum
Cn1c(-c2c(-c3ccccc3)ncn2CCc2cnc[nH]2)cc2ccccc21	-3
CC(C)c1cc(C(=O)NCCc2nccc(-c3ccccc3)n2)n(C)n1	-4
CCc1cc2c(N3CCCCC3C(=O)NC(C)(C)C)ncnc2s1 (stereo not drawn)	-7
COc1cccc(O)c1CN1CCC1c1ccc(F)cc1 (stereo not drawn)	-6
CN(Cc1c(F)cccc1Cl)C(=O)C1CC(=O)N(CCc2ccccc2)C1 (stereo not drawn)	-5
CC(c1ccon1)N(C)C(=O)c1cnn(Cc2ccccc2)c1 (stereo not drawn)	-6
NC(=O)c1ccc(NC(=O)CCc2ccc3ccccc3n2)cc1	30
NS(=O)(=O)c1ccc(NC(=O)NC2CCC3CCCCC3C2)cc1 (stereo not drawn)	-7
COCCC(=O)N1CCC(N2CCC(C(=O)NCCc3ccccc3)CC2)CC1	-2
CC(=O)N(C)C1CCN(C(=O)c2ccc(NCc3sccc3C)cc2)C1 (stereo not drawn)	4
Cn1nc(C(C)(C)C)c2c1NC(=O)CC2c1ccnn1-c1ccccc1 (stereo not drawn)	-4
NC(=O)C1CCN(C(=O)c2cc3c(F)cccc3s2)CC1	-1
Cc1cc(-c2ccccc2)c(C#N)c(=O)n1C(=O)c1ccco1	-4
CC(C(=O)NCCc1n[nH]c2c1CCCC2)n1cnc2ccccc21 (stereo not drawn)	-2
COCC(C)(C)C(=O)N1CCC(Cc2n[nH]c(=O)n2-c2ccccc2)CC1	-5

2 of the compounds above, as labelled records.
Cn1c(-c2c(-c3ccccc3)ncn2CCc2cnc[nH]2)cc2ccccc21
  hcGAS lum: -3

CC(C)c1cc(C(=O)NCCc2nccc(-c3ccccc3)n2)n(C)n1
  hcGAS lum: -4

Other structures.
mol	hcGAS lum
O=C(CN(Cc1ccccn1)CC1CCCO1)Nc1nc2ccccc2[nH]1 (stereo not drawn)	-5
O=S(=O)(c1ccc(F)cc1Cl)N1CCC(CO)(Cc2ccccc2)CC1	-4
CN(Cc1ccon1)C(=O)CC1C(=O)NCCN1CCCc1ccccc1 (stereo not drawn)	-3
Cc1cccc(NC(=O)C(=O)N2CC[C@H](O)[C@@H](O)C2)c1C	-3
CN1CCN(c2ncnc3ccc(-c4cccc5[nH]ccc45)cc23)CC1	-1
CCc1nn(C)c(Cl)c1CN1CCN(c2ccc(Cl)nn2)CC1	1
Cc1noc(C)c1CN(C)Cc1nc2c(s1)CCCC2	-7
CC1CCN(Cc2nnnn2CCCC(=O)NCC(C)(C)N2CCOCC2)CC1	-6
CCc1ccc(CNc2ccc(C(=O)O)c(Cl)c2)cc1	7
Cc1cccc(NC(=O)CCC2CCN(C(=O)CSc3ccccc3)CC2)c1	1
Cc1cc(Cn2ccnc2-c2ccc3c(c2)CC(C)(C)O3)no1	-6
COc1ccccc1N=P(c1ccccc1)(N1CCCCC1)C(C)(C)C (stereo not drawn)	-12
CCc1nc(N)sc1C(=O)NCc1n[nH]c2c1CCCCC2	-1
CCOC(=O)C1CCc2sc3nc[nH]c(=S)c3c21 (stereo not drawn)	-10
COc1cc(Cl)cc2cc(C(=O)N3CCCC4(CC3)CNC(=O)O4)oc12 (stereo not drawn)	-2

The list continues:
mol	hcGAS lum
CCc1cc(N2CCNC(C(=O)O)C2)nc(N2CCOCC2)n1 (stereo not drawn)	-6
CCN(Cc1ccc2c(c1)OCCO2)S(=O)(=O)c1ccc(CNC(C)=O)cc1	3
CC(OC1CCCC1)C(=O)Nc1ccc(Br)cc1 (stereo not drawn)	3
Cc1cc(C2CCCN2Cc2cccc(C(=O)Nc3nccs3)c2)no1 (stereo not drawn)	-8
CN(Cc1cnn(C)c1)c1nc2nonc2nc1NCc1cccs1	-5
CN(Cc1cc(C(C)(C)C)n[nH]1)c1nc(CCN)nc2ccccc12	-6
Cc1ccc(C2(c3ccc(C)cc3)NC(=O)NC2=O)cc1	-3
COc1ccc(-c2ccccc2NC(=O)C2CCCN(C3CCCCC3)C2)cc1 (stereo not drawn)	-7
O=C(NCc1csc(-c2cnccn2)n1)c1cnn2c1CCCC2	-4
O=C(CNC(=O)c1ccco1)OCc1cccc2ccccc12	-6
Cc1nsc(NC(=O)N2CCCN(c3ccc(F)cc3)CC2)n1	0
O=C(c1ccccc1Br)n1cc(C(F)(F)F)ccc1=O	-7
CCCn1ncc(C(=O)N2CCCC(C(=O)c3nccn3C)C2)c1C (stereo not drawn)	-3
CCCOc1ccccc1NC(=O)CSc1ccccc1C(=O)O	-16
CCCc1nc(C)cc(N2CCN(c3cn[nH]c(=O)c3)CC2)n1	1

Retrieved by compound from the entries so far (6):
mol	hcGAS lum
C=CC[C@@H]1/C=C(\C)C[C@H](C)C[C@H](OC)[C@H]2O[C@@](O)(C(=O)C(=O)N3CCCC[C@H]3C(=O)O[C@H](/C(C)=C/[C@@H]3CC[C@@H](O)[C@H](OC)C3)[C@H](C)[C@@H](O)CC1=O)[C@H](C)C[C@@H]2OC	-4
CCc1cc(N2CCNC(C(=O)O)C2)nc(N2CCOCC2)n1 (stereo not drawn)	-6
CCc1c(C(=O)N2[C@H]3CCNC[C@@H]2CC3)csc1C	-2
O=C(Nc1cccc(-c2cc3ccccc3[nH]2)c1)C1CCCN(C2CCOCC2)C1 (stereo not drawn)	-4
COc1cccc(-n2cc(CNc3nc(N(C)C)nc4c3CCNC4)cn2)c1	-5
CN(Cc1c(F)cccc1Cl)C(=O)C1CC(=O)N(CCc2ccccc2)C1 (stereo not drawn)	-5

(more compounds)
mol	hcGAS lum
Cc1cc(C(=O)NNC(=O)COc2ccc(Cl)c(Cl)c2)n(C)n1	-3
CCn1c(CC2CCN(C(=O)CCCN3CCCC3)CC2)nn(C)c1=O	-5
CC(Oc1ccccc1Cl)C(=O)NC1CCCC1N(C)C (stereo not drawn)	-5
O=C(c1cc(-c2ccccc2O)n[nH]1)N1CCCC(N2CCCC2=O)C1 (stereo not drawn)	-4
Cc1cc(C(=O)N2CCCC3(CC2)CNC(=O)O3)c2cccc(Cl)c2n1 (stereo not drawn)	-6
Cc1nn(C(C)C)c(C)c1NC(=O)N1CCCN(CC(C)C)CC1	-6
CCn1c(CSCc2ccc(Cl)c(Cl)c2)n[nH]c1=S	-4
CC(C)N1CCNC(=O)C1CC(=O)N(C)Cc1nc2ccccc2[nH]1 (stereo not drawn)	-2
C=CCn1cc(CNCc2ccccc2-n2ccnc2C)c(C)n1	-4
Cc1cccnc1CC(C)NC(=O)Cn1nnnc1CN1CCCCCC1 (stereo not drawn)	-6
CCCCN(Cc1ccsc1)C(=O)c1ccc2cccnc2n1	-3
O=C(CCc1n[nH]c2c1CCCC2)N1CCCC(c2ccn[nH]2)C1 (stereo not drawn)	-6
O=C(OOC(=O)c1ccccc1)c1ccccc1	-1
OCCOCCn1cnc(-c2ccccc2)c1-c1cc2ccccc2o1	-3
CC(C)c1ccc(NC(=O)C2CCS(=O)(=O)C2)cc1 (stereo not drawn)	-9

Further records follow:
mol	hcGAS lum
CS(=O)(=O)N1CCC(Oc2ccccc2C(=O)N2CCN(CC3CC3)CC2)CC1	-4
CC(C)N(C(=O)c1ccccc1C(=O)O)C(C)C	15
CC1CCN(Cc2nnnn2CCCC(=O)N2CCN(CC(=O)N(C)C)CC2)CC1	-9
CC1(C)CC(=O)C=C(n2ccccc2=O)C1	-6
CC(C)CN1CC(C(=O)NCCN2CCOC2=O)CC1=O (stereo not drawn)	2
O=c1c2ccccc2nc(-c2ccccc2)n1NC(=S)Nc1ccccc1	-6
COc1cccc(CNCc2ccc(N3CCCC3=O)cc2)c1OC(C)C	1
CO[C@H]1COC[C@@H]1NC(=O)CCSc1ccc2c(c1)OCCO2	-5
OCC1(Cc2ccccc2C(F)(F)F)CCN(Cc2ccncc2)CC1	-3
Cc1ccc(/C=C/S(=O)(=O)Nc2ccc(S(C)=O)cc2)cc1 (stereo not drawn)	-1
COc1ccc2c(c1)N(Cc1nc3ccsc3c(=O)[nH]1)CCO2	-4
c1ccc(-c2nc[nH]c2-c2ccccc2OCCCN2CCOCC2)cc1	-5

Assay outcomes (PubChem BioAssay)
